Screening results from PubChem.
PolyA inh = blocks polyadenylation in yeast reporter cells; S. cerevisiae SKY197-pL101 polyadenylation reporter, beta-gal luminescence; efflux-impaired pdr1/pdr3 knockout yeast; score 100 = 6 SD above DMSO; calls only at 12 µM; 0.02% of 300,000 active; AID 1875;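 active means lowest replicate activity score at least 50, where 100 means six control SD above control mean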;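 further: yeast exposed to compound for 9 h at 30 °C; higher score means more reporter readthrough which indicates perturbed polyadenylation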
AI-2 QS mod = modulates the Vibrio harveyi AI-2 quorum sensing system. Vibrio harveyi JMH597 AI-2 luminescence/OD600 ratio, 9 h; hits give low values; strain lacks LuxN and CqsS sensors; 0 = neutral-control median. activity change, % at 7.5 µM. 0.4% of 300,000 active. AID 2094; in the data active means activity change below about -75%, passing the limit was not always enough;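 further: luminescence divided by OD600 gain over 9 h not by final OD600 alone; inactives centre near 13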
HSP90 refold inh = inhibitors of HSP90 luciferase refolding in rabbit reticulocyte lysate. luciferase refolding luminescence, 3 h. inhibition, % at 5.6 µM. 0.91% of 290,000 active;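 active means inhibition above the screen-wide mean plus 3 SD, computed separately per campaign, cut at about 16% in these data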;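 further: 0% = DMSO wells and 100% = 60 µM geldanamycin wells; inhibitors lower the luminescence because luciferase stays unfolded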
HSF1 inhib = HSF1 inhibition | NIH3T3-HGL HSE-luciferase, MG132-induced, luminescence 8 h; hits give low values | activity change, negative = inhibition, % at 7.5 µM (by protocol) | 0.77% of 300,000 active | AID 2098;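 active means more than half of replicate wells show activity change below -50%, luminescence cut by over half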;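 further: luciferase reports HSF-1 transcriptional activity via heat shock element; 0% = median of DMSO wells and -100% = zero luminescence signal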
HSF1 activator = increases HSF-1 driven luciferase reporter signal; NIH3T3-HGL HSF-1 luciferase reporter, MG132, 8 h; 100% = twice DMSO control signal; activation, % at 9 µM; 1.7% of 300,000 active; AID 504408;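 active means mean replicate activation of at least 50% with a set share of replicates each reaching 50%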;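 further: 0% = median of the neutral control wells and 100% = twice that signal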
GSK3 alpha inh = human GSK-3 alpha kinase inhibition; 0.1% of 320,000 active; AID 2650; P49840; inhibition, % at 10 µM; ADP-Glo luminescence, 60 min;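 in the data active means inhibition above about 50%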;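 further: GST-tagged GSK-3 alpha with peptide substrate and 25 µM ATP; 0% = DMSO neutral wells and 100% = GW8510 positive control wells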
Target sequence (P49840 whole entry, looked up): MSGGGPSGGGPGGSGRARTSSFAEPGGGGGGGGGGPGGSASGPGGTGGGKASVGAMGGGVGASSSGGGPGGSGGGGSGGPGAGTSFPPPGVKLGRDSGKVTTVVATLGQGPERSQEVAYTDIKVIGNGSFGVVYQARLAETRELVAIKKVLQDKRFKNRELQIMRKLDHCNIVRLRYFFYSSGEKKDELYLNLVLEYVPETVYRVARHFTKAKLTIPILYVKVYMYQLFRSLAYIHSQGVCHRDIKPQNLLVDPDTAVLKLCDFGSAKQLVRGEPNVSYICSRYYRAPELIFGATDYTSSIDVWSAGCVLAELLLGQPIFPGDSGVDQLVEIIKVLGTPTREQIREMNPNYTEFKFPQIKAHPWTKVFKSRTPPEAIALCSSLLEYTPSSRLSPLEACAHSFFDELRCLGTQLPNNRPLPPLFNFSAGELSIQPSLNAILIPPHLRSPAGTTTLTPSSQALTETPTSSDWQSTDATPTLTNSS
aSyn 5UTR inh = 5' untranslated region of α-synuclein, MLPCN primary screen | AID 1813 | inhibition, % (tested at 7.5 µM) | alpha-synuclein 5'UTR reporter, inhibitor activity | 0.82% of 300,000 active; in the data active means inhibition above about 60%;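 further: H4 neuroglioblastoma cells stably carrying SNCA 5'UTR luciferase fusion; 0% = DMSO wells and 100% = positive control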
KLF5 inhibitor = suppresses KLF5 promoter-driven expression | DLD-1 KLF5 promoter-luciferase reporter, luminescence | inhibition, % at 5 µM | 0.23% of 290,000 active | AID 1700;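 active means inhibition above a per-plate limit of that plate's mean compound inhibition plus 3 SD, cut at about 60% in these data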;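 further: 0% = DMSO wells and 100% = LY294002 at 200 µM; higher means less KLF5 promoter-driven luciferase light; inactives centre near -14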
GSK3B inh = blocks human GSK3beta kinase activity; P49841; GST-GSK3beta kinase, ADP-Glo luminescence, 60 min; hits give low values; activity score (negative = inhibition), % at 10 µM; 0.038% of 300,000 active;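 active means more than half of replicate wells score below -50%, meaning over 50% inhibition versus plate controls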;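 further: 0% = median DMSO wells and -100% = median GW8510 positive control wells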
Target sequence (P49841 whole entry, looked up): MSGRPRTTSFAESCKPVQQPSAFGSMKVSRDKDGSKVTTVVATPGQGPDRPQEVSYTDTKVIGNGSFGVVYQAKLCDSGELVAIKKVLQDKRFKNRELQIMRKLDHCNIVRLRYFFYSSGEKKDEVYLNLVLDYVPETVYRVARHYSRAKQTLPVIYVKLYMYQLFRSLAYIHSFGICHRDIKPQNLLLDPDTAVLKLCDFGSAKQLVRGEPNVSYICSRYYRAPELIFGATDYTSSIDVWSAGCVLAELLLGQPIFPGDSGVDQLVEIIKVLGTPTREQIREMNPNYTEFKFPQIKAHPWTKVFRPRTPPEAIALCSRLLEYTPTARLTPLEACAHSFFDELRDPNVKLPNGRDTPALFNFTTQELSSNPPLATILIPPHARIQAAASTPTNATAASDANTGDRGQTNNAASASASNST
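Test system – GST-tagged human GSK3beta kinase, cell-free · Incubation – 60 min enzyme reaction, room temperature · Signal – ADP-Glo luminescence · Also added – peptide substrate and ATP at 25 µM · Controls – DMSO neutral wells and GW8510 at 20 µM as positive · Buffer or medium – Tris/MgCl2 kinase buffer · Measure – Luminescence-derived activity versus plate DMSO and GW8510 wells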
IEC-6 cytotox = kills IEC-6 intestinal cells in KLF5 counter-screen; IEC-6 cytotoxicity, luminescence viability; inhibition, % at 5 µM; 0.78% of 290,000 active; AID 1825; in the data active means inhibition above about 22%;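 further: 0% = plate median of test compound wells and 100% = cytotoxic reference compound wells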
* = called active by the depositor; i = inactive; / = not tested or not shown.

SMILES	HSP90 refold inh	AI-2 QS mod	HSF1 inhib	KLF5 inhibitor	aSyn 5UTR inh	GSK3 alpha inh	PolyA inh	IEC-6 cytotox	HSF1 activator	GSK3B inh
O=C(C1CCC(=O)N1Cc1cccnc1)N1CCN(c2ccc(F)cc2)CC1 (centres undefined)	0	27	7	-29	-2	-1	i	3	30	0
COC(=O)Nc1ccc(S(=O)(=O)N2CCC(C(=O)N(C)C3CCCCC3)CC2)cc1	2	6	1	-25	-13	1	i	-2	3	0
Cc1onc(-c2ccccc2)c1C(=O)NCc1ccc(Cl)cc1	3	12	-6	-14	5	0	i	-3	15	-2
COc1ccc(OC)c(-n2cnc3cc(C(=O)O)ccc32)c1	-3	13	3	-46	8	0	i	0	3	2
Cc1cc(C)nc(SCC(=O)Nc2nonc2N)n1	1	19	-11	-22	15	0	i	-2	-10	2
Cc1cc(C(=O)Nc2cccnc2Cl)on1	2	43	-2	-8	-15	0	i	1	-4	0
Cc1cc(C(c2ccc(O)cc2)c2cc(C)c(O)cc2C)c(C)cc1O	2	18	-2	-10	-13	-2	i	-4	-5	-3
O=C(O)c1ccccc1C(=O)Nc1ccc(Br)c2cccnc12	13	17	36	0	-13	-3	i	8	51*	3
CCO/C=N/c1c(C#N)c(CC#N)nn1-c1ccccc1	-2	8	-7	-27	5	1	i	6	-21	3
O=C(NC1CCCC1)c1cc(S(=O)(=O)N2CCCC2)ccc1Cl	1	16	1	-12	13	6	i	4	17	-1
Cc1csc(=O)n1CCC(=O)OCc1nnc(-c2ccccc2)o1	/	9	12	/	-1	-2	/	/	36	1
CCN1CCN(c2cc(=O)n(Cc3ccc(F)cc3)c(=O)[nH]2)CC1	-1	-6	7	-30	-4	-2	i	-2	25	0
CNC(=O)CCc1ccc(OC)cc1	1	-4	-13	2	4	1	i	-6	-10	0
CCOC(=O)Cc1nc2ccccc2n(CC#N)c1=O	-2	0	-5	-7	20	-3	i	-1	-9	-3
O=S1(=O)CCOCCCN1Cc1ccccc1F	-3	2	-2	-19	-1	7	i	0	-5	-3
CCCNC(=O)c1onc(CSc2nc3ccccc3[nH]2)c1C(=O)NCCC	-1	14	-4	-21	25	-1	i	6	4	-20
NC(=O)c1c(NC(=O)CSc2nnc(-c3ccco3)n2-c2ccccc2)sc2c1CCC2	0	23	10	4	15	12	i	-4	17	5
CC(=O)c1cccc(NC(=O)c2ccc(N(C)S(=O)(=O)c3ccc(C)cc3)cc2)c1	8	52	-2	-18	24	1	i	11	-19	-3
COc1cccc(CN(C)C(=O)CCN(c2ccccc2)S(=O)(=O)c2ccc(C)cc2)c1OC	/	-2	7	/	-6	1	i	/	29	4
CC(=O)Nc1ccc(N(C(=O)CNC(=O)c2cccs2)C(C(=O)NCC2CCCO2)c2ccccc2)cc1 (centres undefined)	2	1	-6	-8	14	0	i	-2	27	-2
CCOC(=O)C1=NN(c2ccc(C)cc2)CC1C(=O)OC (centres undefined)	-5	23	2	-5	-20	-4	i	-3	-8	2
CC1(c2ccccc2)NC(=O)N(CC(=O)Nc2ccc(Cl)c(S(=O)(=O)N3CCCCC3)c2)C1=O (centres undefined)	0	16	-1	-1	2	-1	i	6	-20	-7
CCOCC(=O)Nc1cccc(C(=O)OCC)c1	-4	20	11	-2	-27	-2	i	-2	34	-4
CCNc1nc(Oc2ccc(=O)n(-c3ccccc3)n2)nc(N2CCOCC2)n1	-3	17	-4	-28	14	3	i	-2	3	3
C[N+](C)(C)CCOC(=O)C1(c2ccccc2)CCCC1	-1	16	0	-12	-1	0	i	-1	-8	2
COc1cccc(C(=O)N2CCC(C(=O)NCc3ccco3)CC2)c1	-5	30	-5	-11	-5	-3	i	-2	-2	0
CCOCCCn1c(SCC(=O)Nc2cccc(S(=O)(=O)NC3=NCCCCC3)c2)nc2ccccc2c1=O	-1	0	1	-4	1	-3	i	5	-7	-1
CCOCCCNC(=O)C(NC(=O)Cc1cccs1)c1ccccc1 (centres undefined)	1	23	2	-29	9	-1	i	-1	-5	-1
CCN1C(=O)[C@@H]2C(C(=O)c3cnccn3)=NN[C@@H]2C1=O	-1	7	-6	-17	0	1	i	-7	-4	4
C/C(NCc1cccnc1)=C(\C#N)C(=O)NCc1ccccc1	0	13	-13	-18	14	0	i	0	7	1
Cc1cc(-c2ccccc2)nc2cc(C(N)=O)nn12	5	-5	-6	-5	30	5	i	-3	2	1
COc1ccc([N+](=O)[O-])cc1NC(=O)C(C)OC(=O)c1ccccc1C(=O)c1ccc(Cl)cc1 (centres undefined)	-2	24	0	5	21	-4	i	0	-4	1
CCOC(=O)C1CCCN(C(=O)c2cccc3ccccc23)C1 (centres undefined)	-2	12	-4	-11	-3	2	i	-3	4	0
COc1ccc(-c2coc3c(C)c4oc(=O)c(CCC(=O)O)c(C)c4cc23)cc1	-3	-4	3	-38	-16	1	i	-2	-10	-4
CC(C)Cn1cc(C(=O)N2CCN(c3ccccn3)CC2)c2c3ccccc3n(C)c2c1=O	3	14	-6	-13	41	-2	i	-1	13	2
C(=N\Nc1ccccn1)/c1ccc(N2CCOCC2)cc1	4	8	7	-87	-182	0	i	-3	25	0
O=C(NCCc1ccccn1)c1cc(-c2ccccc2Cl)nc2ccccc12	6	8	0	1	1	0	i	-2	11	0
CCOC(=O)Oc1ccc2c(=O)c(Oc3cccc(C)c3)coc2c1	6	-85*	13	-20	-75	-3	i	-4	40	-5
Cc1ccc(C(=O)N/C(=C\c2ccco2)C(=O)N2CCCCC2)cc1	-3	-6	-1	-2	1	-3	i	-11	-2	2
CS(=O)(=O)c1ccc(Cl)c(NC(=O)CCNC(=O)c2ccco2)c1	-2	24	-3	-28	-4	-1	i	12	-9	-1
COc1ccc(S(=O)(=O)NCC(c2cccnc2)N2CCN(Cc3ccccc3)CC2)cc1C (centres undefined)	0	-3	0	-13	25	-1	i	2	-12	-2
Cc1ccccc1C(=O)NCCNC(=O)c1ccco1	1	9	1	-21	6	-2	i	0	23	2
Cc1nc(=O)c(-c2ccccc2)c(C)n1CC1CCCO1 (centres undefined)	-2	-11	6	-9	2	4	i	-6	9	-2
CC1CC(=O)N(c2ccc(C(C)C)cc2)C(=O)C1	0	12	-6	-32	-25	1	i	-4	7	2
Cc1cccc(S(=O)Cc2ccc(C(=O)N3CCOCC3)o2)c1 (centres undefined)	-2	7	-12	2	-9	0	i	-4	-19	-1
COc1cccc(CN2CCNC(=O)C2CC(=O)NCCN2CCCCC2=O)c1 (centres undefined)	7	9	-10	-23	9	/	i	-9	-6	1
CCN(CC)S(=O)(=O)c1cc(-c2nnc(-c3ccc(Br)cc3)o2)ccc1Cl	-4	17	0	-13	-13	4	i	-4	11	-1
O=C(NC1CCCCC1)c1ccc(CN2CCOCC2)cc1	7	/	/	-24	/	-2	/	3	/	/
O=C(CSc1nccn1-c1ccccc1)N1CCc2ccccc21	-3	27	0	-17	-7	-2	i	-5	5	-1
CCN1C(=O)C2(C(C#N)=C(N)Oc3c2c(C)nn3-c2ccccc2)c2ccccc21 (centres undefined)	2	51	1	-28	-46	-4	i	6	21	2

Later entries
SMILES	HSP90 refold inh	AI-2 QS mod	HSF1 inhib	KLF5 inhibitor	aSyn 5UTR inh	GSK3 alpha inh	PolyA inh	IEC-6 cytotox	HSF1 activator	GSK3B inh
CCOC(=O)c1cc(C(=O)NC(C)c2ccccc2)c(=O)[nH]c1C (centres undefined)	5	-14	2	-5	4	-1	i	3	-2	-8
COc1cccc(OC)c1OCC(O)CN1CCN(c2ccc(F)cc2)CC1 (centres undefined)	4	22	-4	-10	10	-3	i	2	-19	1
Cc1sc2nc(CSCC(=O)N(C)c3ccccc3)[nH]c(=O)c2c1C	-8	23	10	5	-29	1	i	2	33	1
Nc1nnc(CC(=O)N/N=C/c2ccc(-c3ccc(F)cc3)o2)s1	14	22	7	7	-19	5	i	1	8	-2
Fc1cccc(Cl)c1CSc1nnc(COc2cccc3cccnc23)o1	0	38	1	-26	9	1	i	-5	12	2
O=C(Nc1cccc(NC(=O)c2cccs2)c1)c1ccc([N+](=O)[O-])o1	33*	59	60	-5	-69	1	i	64*	78*	1
COc1cc(CNC(=O)c2cc3ccccc3oc2=O)cc(OC)c1OC	/	8	-2	/	-14	-5	i	/	0	-5
O=C(NCCOCCNC(=O)OCc1ccccc1)OCc1ccccc1	2	10	12	-36	4	-2	i	2	19	5
CC(C)C(c1nnnn1C1CCCCC1)N1CCOCC1 (centres undefined)	-2	6	-13	-11	-14	-1	i	-1	-24	2
Cc1cc(SCC(=O)OC(C)C(=O)N(C)c2ccccc2)nc2ccccc12 (centres undefined)	/	20	-3	/	-2	0	i	/	-2	-2
O=C(CO)N/N=C/c1c2ccccc2cc2ccccc12	3	10	5	-15	10	-1	i	3	-2	1
Cc1cccc(C)c1C(=NCCCN(C)C)c1ccccc1	3	-2	-5	-30	12	1	i	0	1	2
CN(CC(=O)NCc1ccccc1Cl)CC(=O)Nc1cccc(F)c1	2	7	-4	-12	12	-2	i	6	-8	4
Cc1ccc(-n2c3c(cc(C(=O)NCC(=O)c4ccccc4)c2=O)C(=O)CCC3)cc1	2	9	-5	-6	16	0	i	5	-23	-1
CC(=O)Nc1ccc(S(=O)(=O)NCCCN2CCN(Cc3ccccc3)CC2)cc1Cl	-4	-3	-1	-31	-8	-3	i	-4	-18	7
Cc1cccc(C(CC(=O)NCc2ccco2)c2ccccc2)c1O (centres undefined)	-3	29	3	-6	26	-3	i	0	-2	-1
Cc1[nH]c(=O)[nH]c(=O)c1CSCC(=O)OCC(=O)c1ccc(Br)cc1	-1	2	0	-13	-3	1	i	-4	11	-3
O=C(CCCCCN1C(=O)c2cccc3cccc(c23)C1=O)NCCO	0	22	4	-12	28	2	i	-6	4	2
Cc1ccc(NC(=O)CSc2n[nH]c(-c3cccnc3)n2)c(Br)c1	-2	9	3	-6	-6	-2	i	1	5	2
CCn1c(NC(=O)C(C)C)c2ccccc2nc1=O	0	19	0	-17	17	1	i	-7	-4	1
O=C(O)CSc1nnc(-c2ccc(Cl)cc2)n1-c1ccccc1	0	27	-3	-5	13	-3	i	-9	12	0
O=C(CN1N=C(c2ccccc2)CCC1=O)NCc1cccs1	0	20	1	-51	8	2	i	-2	4	-1
NS(=O)(=O)c1ccc(CCNC(=O)C(c2ccccc2)c2ccccc2)cc1	-4	9	-2	6	-1	-3	i	5	3	-1

A portion of the library; count on the stated rates, not on these rows.
